GluA2 TARP mod: modulators of AMPA receptor GluA2-stargazin complexes; calls only at 30 µM; hit rate 3.5% among 40,000; AID 1259245; HEK293 GluA2+stargazin, membrane potential dye (FDSS), glutamate EC50; hits were called plate by plate, in both directions; O88602+P19491;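 active = any of four per-well response measures lying three or more SD from its plate-wide compound average, in either direction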
Target sequence (O88602 whole entry, looked up): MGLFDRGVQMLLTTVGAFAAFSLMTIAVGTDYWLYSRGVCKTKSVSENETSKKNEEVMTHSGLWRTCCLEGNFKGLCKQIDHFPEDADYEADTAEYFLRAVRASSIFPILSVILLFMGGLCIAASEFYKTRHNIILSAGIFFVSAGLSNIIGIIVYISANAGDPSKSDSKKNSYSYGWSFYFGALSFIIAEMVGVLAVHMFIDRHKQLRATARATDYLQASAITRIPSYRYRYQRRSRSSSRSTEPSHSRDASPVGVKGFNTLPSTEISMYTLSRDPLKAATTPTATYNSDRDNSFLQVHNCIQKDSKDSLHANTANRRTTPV
Target sequence (P19491 whole entry, looked up): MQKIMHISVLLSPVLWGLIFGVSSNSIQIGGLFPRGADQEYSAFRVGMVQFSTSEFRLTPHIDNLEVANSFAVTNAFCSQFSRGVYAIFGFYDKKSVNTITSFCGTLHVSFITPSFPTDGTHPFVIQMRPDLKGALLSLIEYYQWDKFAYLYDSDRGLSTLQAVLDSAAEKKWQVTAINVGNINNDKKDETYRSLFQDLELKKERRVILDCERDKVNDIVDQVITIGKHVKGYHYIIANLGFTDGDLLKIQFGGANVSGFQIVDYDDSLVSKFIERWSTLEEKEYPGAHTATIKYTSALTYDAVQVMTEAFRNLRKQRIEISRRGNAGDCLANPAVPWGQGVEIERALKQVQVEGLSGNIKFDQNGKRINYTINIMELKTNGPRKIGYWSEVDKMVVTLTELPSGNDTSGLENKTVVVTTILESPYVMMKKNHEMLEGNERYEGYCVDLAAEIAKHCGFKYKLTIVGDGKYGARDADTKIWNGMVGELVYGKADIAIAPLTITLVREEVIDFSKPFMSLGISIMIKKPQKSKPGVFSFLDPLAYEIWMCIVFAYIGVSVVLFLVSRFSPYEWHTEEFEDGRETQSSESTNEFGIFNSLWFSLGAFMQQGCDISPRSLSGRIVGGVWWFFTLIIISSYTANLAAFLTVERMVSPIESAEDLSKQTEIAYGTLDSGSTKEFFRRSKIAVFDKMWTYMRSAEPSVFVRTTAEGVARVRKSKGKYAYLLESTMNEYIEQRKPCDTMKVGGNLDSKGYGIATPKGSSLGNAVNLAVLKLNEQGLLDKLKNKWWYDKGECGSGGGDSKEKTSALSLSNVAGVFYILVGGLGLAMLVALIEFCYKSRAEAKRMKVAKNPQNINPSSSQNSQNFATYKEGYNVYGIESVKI
GluA2 TARP mod agonism max-min: also measured in GluA2 TARP mod; calls as there; compound max-min signal; compound-alone response (agonism);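 unitless range of fluorescence divided by baseline over first 100 seconds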
GluA2 TARP mod glutamate slope: second read-out of GluA2 TARP mod, no call of its own (marks repeat the call); glutamate slope, % of max; measured here: glutamate response slope, % max;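 scaled per plate between vehicle wells and maximal 1 mM glutamate control wells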
* marks the source's active call; other numbers are inactive results; i = inactive; + = active, no number; & = joins results of further samples.

SMILES	GluA2 TARP mod	GluA2 TARP mod agonism max-min	GluA2 TARP mod glutamate slope
COC(=O)c1ccccc1NC(=O)C1CCN(c2ccc(-c3ccccc3OC)nn2)CC1	i	0.12	89
Cc1ccc(CCCC(=O)NC2CCS(=O)(=O)C2)cc1 (centres undefined)	i	0.086	53
Cc1cc(C)cc(N2C(=O)N(CC(=O)N3CCC(C)CC3)c3ccccc3S2(=O)=O)c1	i	0.11	57
COc1ccc(-c2csc(NC(=O)C3CCN(S(=O)(=O)c4ccc(OC)cc4)CC3)n2)cc1	i	0.1	42
CCOc1ccc(-c2ccc(=O)n(CC(=O)Nc3ccc(C(C)=O)cc3)n2)cc1	i	0.051	44
Cc1nn(C)cc1CN(C)C(=O)CC(c1ccccc1)c1ccccc1	i	0.076	66
O=C(COc1cccc(C(F)(F)F)c1)N1CCN(c2ccc(-c3ccco3)nn2)CC1	i	0.084	50
O=C(NCc1cccs1)c1ccc2c(=O)nc3c(-c4ccc(Cl)cc4)n[nH]n3c2c1	i	0.1	43
COCCn1c(=O)c2c(nc3n(-c4ccccc4F)c(C)cn23)n(C)c1=O	i	0.089	49
Cc1ccc(C2=NC(C)(C)N=C2SCC(=O)Nc2ccc3c(c2)OCCO3)cc1	i	0.14	61
CCOC(=O)c1ccc(NC(=O)c2ccc(=O)n(Cc3cccc([N+](=O)[O-])c3)c2)cc1	i	0.085	66
O=C(CN1CCC2(CC1)NC(=O)N(Cc1ccc(Cl)cc1)C2=O)c1ccc(Cl)cc1	i	0.076	35
COc1nn(C)cc1C(=O)NCC(=O)NCc1ccc(OC(F)(F)F)cc1	i	0.076	57
COc1ccc(N2CCN(C(CNS(=O)(=O)c3ccc(Cl)cc3)c3cccnc3)CC2)cc1 (centres undefined)	i	0.13	43
Cc1cc(-c2nnc(SCC(=O)NCc3ccc(F)cc3)o2)c(C)o1	i	0.075	57
O=S(=O)(c1ccc(F)c(Cl)c1)N1CCN(Cc2ccc3c(c2)OCO3)CC1	i	0.078	57
COc1ccccc1NC(=O)c1ccc(=O)n(Cc2cccc([N+](=O)[O-])c2)c1	i	0.057	51
CCOc1ccc(NC(=O)Cn2cc(-c3nc(-c4ccccc4C)no3)c(=O)c3ccc(C)nc32)cc1	i	0.063	30
Cc1cccc(NC(=O)Cn2nc(C(=O)N3CCOCC3)cc2C)c1C	i	0.086	66
COc1ccccc1/C=C(\C#N)C(N)=C(C#N)C#N	+	0.29*	37*
CCOC(=O)C1CCCN(S(=O)(=O)c2cc(N3C(=O)CCS3(=O)=O)ccc2C)C1 (centres undefined)	i	0.1	62
Cc1ccc(NC(=O)c2ccc3ccccc3c2)cc1N1CCCCC1=O	i	0.059	48
COc1cccc(C(=O)Nc2ccc3c(c2)CCC(=O)N3)c1	i	0.075	45
O=C(CCCS(=O)(=O)c1ccccc1)Nc1nc2c(s1)CSc1ccccc1-2	i	0.13	56
COCCNC(=O)c1c(C(F)(F)F)nn(C2CCN(C(C)C)CC2)c1C	i	0.088	67

Another view of part of the listing above.
| Structure | GluA2 TARP mod | GluA2 TARP mod agonism max-min | GluA2 TARP mod glutamate slope |
| --- | --- | --- | --- |
| O=C(CCCS(=O)(=O)c1ccccc1)Nc1nc2c(s1)CSc1ccccc1-2 | i | 0.13 | 56 |
| Cc1nn(C)cc1CN(C)C(=O)CC(c1ccccc1)c1ccccc1 | i | 0.076 | 66 |
| COc1ccccc1NC(=O)c1ccc(=O)n(Cc2cccc([N+](=O)[O-])c2)c1 | i | 0.057 | 51 |

(cont.)
SMILES	GluA2 TARP mod	GluA2 TARP mod agonism max-min	GluA2 TARP mod glutamate slope
Cc1ccc(-n2nc(C)c(=O)c(-c3ccccc3)c2NC(=O)c2cccs2)cc1C	i	0.11	51
NC(=O)C1CCN(C(=O)C(=O)Nc2nc3ccccc3s2)CC1	i	0.095	60
O=C(/C=C1\SC(=O)NC1=O)Nc1ncc(Cc2ccccc2Cl)s1	i	0.079	33
O=S(=O)(/C=C/c1ccccc1)N1CCC(Cn2ccnc2-c2ccccc2)CC1	i	0.079	61
O=C(NCc1nc2ccccc2[nH]1)c1cc(Cl)ccn1	i	0.15	58
Cc1ccc(-n2c(=O)c3ccccc3n(CC(=O)N3CCC(C)CC3)c2=O)cc1	i	0.037	53
CS(=O)(=O)c1ccc(S(=O)CC(=O)Oc2ccc(Cl)cc2)c([N+](=O)[O-])c1 (centres undefined)	i	0.045	54
COc1ccc(CNC(=O)N2CCC(c3cccs3)CC2)cc1	i	0.14	60
COc1cn(CC(=O)Nc2cccc(Cl)c2)c(CSc2ccc(F)cc2)cc1=O	i	0.11	49
COc1ccc(S(=O)(=O)N2CCC(C(=O)Nc3cc(C)no3)CC2)cc1	i	0.12	52
COc1ccc(C)cc1NC(=O)Cc1csc(Nc2ccc(S(C)(=O)=O)cc2)n1	i	0.14	54
COc1nn(C)cc1C(=O)Nc1ccc2c(c1)N(S(=O)(=O)c1ccc(F)cc1)CCC2	i	0.05	55
Cc1cc(F)ccc1S(=O)(=O)NCC1CCN(S(=O)(=O)C2CC2)CC1	i	0.047	50
O=S(=O)(NCc1ccc2c(c1)OCO2)c1c(Cl)cccc1Cl	i	0.13	42
Nc1c(S(=O)(=O)c2ccccc2)c(Nc2ccc(F)cc2)nn1CC(=O)Nc1cccc(Cl)c1	i	0.12	45
CCCS(=O)(=O)Nc1ccc2c(c1)N(C(=O)c1ccco1)CC2	i	0.083	65
O=C(NCCC1=CCCCC1)C(=O)Nc1ccc(Cl)c(N2CCCS2(=O)=O)c1	i	0.092	94
Cc1cc(C(=O)NCC2CCN(C(=O)NC(C)(C)C)CC2)c(C)o1	i	0.1	65
COc1cc(Cl)c(C)cc1NC(=O)C1COc2ccccc2O1 (centres undefined)	i	0.065	83
O=C(c1nn(-c2ccc(F)cc2)cc1OCc1ccc(F)cc1)N1CCCCC1	i	0.046	52
COc1ccccc1NC(=O)C(=O)NCC1CCN(Cc2ccsc2)CC1	i	0.09	49
CC(=O)c1ccc(S(=O)(=O)Nc2cccc(-c3csc4nc(C)cc(=O)n34)c2)cc1	i	0.15	41
Cc1nn2c(NCCCN(C)C)c3c(nc2c1-c1ccccc1)CCCC3	i	0.22	63
COc1cc(OC)cc(C(=O)Nc2sc3c(c2-c2nc4ccccc4s2)CCN(C)C3)c1	i	0.11	60
O=C(c1cncc(Br)c1)N1CCN(Cc2nc(-c3ccccc3)cs2)CC1	i	0.11	62
Going on with the list.
SMILES	GluA2 TARP mod	GluA2 TARP mod agonism max-min	GluA2 TARP mod glutamate slope
Cc1cccc(-n2ncc3c(=O)n(CC(=O)N4CCCc5ccccc54)cnc32)c1C	i	0.14	74
Cc1cccc(OCC(O)Cn2c(C3CC(=O)N(c4ccc(F)cc4)C3)nc3ccccc32)c1 (centres undefined)	i	0.11	51
Cc1ccc(S(=O)(=O)N2CCN(C(=O)CC(C)n3nc(C)cc3C)CC2)cc1 (centres undefined)	i	0.09	64
CC(C)S(=O)(=O)Nc1ccc(N2CCCS2(=O)=O)cc1	i	0.039	46
Cc1ccc(-c2ccc(SCC(=O)NC3CCCCC3)nn2)c(C)c1	+	0.09*	65*
COC(=O)c1c(C)[nH]c(C(=O)CN2CCCCCC2)c1C	i	0.092	47
Cc1cc(C)c2sc(NC(=O)C3CCCCN3S(C)(=O)=O)nc2c1 (centres undefined)	i	0.14	57
CCN(CC)S(=O)(=O)c1ccc(C(=O)Nc2ccc3ncsc3c2)cc1	i	0.097	55
CN1CCOc2ccc(NC(=O)c3cnccn3)cc2C1=O	i	0.093	67
Cc1ccc(-c2cc3c(=O)n(Cc4nc(-c5ccccc5C)no4)ccn3n2)cc1C	i	0.1	63
C=CCCC(=O)NCCn1nc(C)cc1C	i	0.13	58
O=C(Nc1ccc2c(c1)N(C(=O)c1ccco1)CC2)c1ccccc1F	i	0.11	53
COc1cccc(OCCN2CCN(C(=O)c3cc4cc(Cl)cc(Cl)c4oc3=O)CC2)c1	i	0.097	50
Cc1ccc(NC(=O)C(=O)NCCN2CCOCC2)c([N+](=O)[O-])c1	i	0.12	57
CSc1ncccc1C(=O)N1CCC(CNC(=O)C(C)(C)Oc2ccc(Cl)cc2)CC1	i	0.039	61
O=C(NCc1cccs1)C(=O)NCC1CCN(c2ccccn2)CC1	i	0.094	60
CCN1CCc2c(sc(NC(=O)CCc3ccccc3)c2-c2nc3ccccc3s2)C1	i	0.1	38
O=C(c1cnccn1)N1CCN(Cc2nc(-c3ccc(Cl)cc3)cs2)CC1	i	0.12	57
CCc1ccccc1-n1c(C)c(C)n2c3c(=O)n(CCC(=O)OC)c(=O)n(C)c3nc12	i	0.054	64
Cc1onc(-c2ccccc2Cl)c1C(=O)N1CCN(Cc2nnnn2-c2ccc(F)c(F)c2)CC1	+	0.11*	63*
CN(Cc1ccco1)S(=O)(=O)c1ccc(C(=O)Nc2sc3c(c2C#N)CCCCC3)cc1	i	0.057	36
O=C(CSc1ccc(F)cc1)NCC(O)(c1cccs1)C1CC1 (centres undefined)	i	0.1	51
O=C(CN1C(=O)CCC1=O)N1CCN(Cc2nc3ccccc3[nH]2)CC1	i	0.095	58
CCOc1cccc2cc(C(=O)N(C)C)c(=O)oc12	i	0.085	56
CCOc1ccc(S(=O)(=O)NC(C)C)c2ccccc12	i	0.051	60
Going on with the list.
SMILES	GluA2 TARP mod	GluA2 TARP mod agonism max-min	GluA2 TARP mod glutamate slope
CNc1nn(CC(=O)Nc2ccc(Br)cc2)c(N)c1-c1nc(-c2ccccc2C)no1	i	0.1	57
O=S1(=O)CCCCN1c1ccc(S(=O)(=O)N2CCC(c3cccs3)CC2)cc1	i	0.094	55
Cc1cc(C)c(S(=O)(=O)NCCC(N)=O)cc1N(C)S(C)(=O)=O	i	0.11	64
COCC(=O)NCCOc1ccc2nnc(-c3ccccc3)n2n1	i	0.078	47
O=C(Nc1ccccc1Cl)c1ccc(=O)n(Cc2cccc(F)c2)c1	i	0.061	54
COc1cc(C(=O)N2CCc3ccccc32)c([N+](=O)[O-])cc1OC	i	0.091	37
COc1ccccc1CNC(=O)C(=O)NCC(O)c1ccsc1 (centres undefined)	i	0.1	45
Cc1ccc(C(=O)NCCN2CCOCC2)cc1S(=O)(=O)N1CCCCC1	i	0.026	61
COc1cccc(-n2nnnc2SCC(=O)Nc2sc3c(c2C#N)CCCC3)c1	i	0.07&0.042	48&111
CCN(CC)c1ccc(NC(=O)Cn2cnc3c(sc4nc(C)cc(C)c43)c2=O)c(C)c1	i	0.096	38
Cc1c(C(=O)N2CCCCCC2)c(C(F)(F)F)nn1C1CCCN(C)C1 (centres undefined)	i	0.087	57

Filtered by structure, the compounds so far containing an NH in an aromatic ring.
SMILES	GluA2 TARP mod	GluA2 TARP mod agonism max-min	GluA2 TARP mod glutamate slope
O=C(NCc1cccs1)c1ccc2c(=O)nc3c(-c4ccc(Cl)cc4)n[nH]n3c2c1	i	0.1	43
O=C(NCc1nc2ccccc2[nH]1)c1cc(Cl)ccn1	i	0.15	58
COC(=O)c1c(C)[nH]c(C(=O)CN2CCCCCC2)c1C	i	0.092	47
O=C(CN1C(=O)CCC1=O)N1CCN(Cc2nc3ccccc3[nH]2)CC1	i	0.095	58

Profiles as entered above. Order of values: GluA2 TARP mod | GluA2 TARP mod agonism max-min | GluA2 TARP mod glutamate slope
O=C(Nc1ccccc1Cl)c1ccc(=O)n(Cc2cccc(F)c2)c1 in the list: i | 0.061 | 54
COc1cc(C(=O)N2CCc3ccccc32)c([N+](=O)[O-])cc1OC in the list: i | 0.091 | 37
Cc1ccc(C(=O)NCCN2CCOCC2)cc1S(=O)(=O)N1CCCCC1 in the list: i | 0.026 | 61
Cc1c(C(=O)N2CCCCCC2)c(C(F)(F)F)nn1C1CCCN(C)C1 (centres undefined) in the list: i | 0.087 | 57
COc1cccc(-n2nnnc2SCC(=O)Nc2sc3c(c2C#N)CCCC3)c1 in the list: i | 0.07&0.042 | 48&111

Only GluA2 TARP mod, for 5 of the compounds above:
Molecule,GluA2 TARP mod
O=C(Nc1ccccc1Cl)c1ccc(=O)n(Cc2cccc(F)c2)c1,i
COc1cc(C(=O)N2CCc3ccccc32)c([N+](=O)[O-])cc1OC,i
COc1ccccc1CNC(=O)C(=O)NCC(O)c1ccsc1 (centres undefined),i
CNc1nn(CC(=O)Nc2ccc(Br)cc2)c(N)c1-c1nc(-c2ccccc2C)no1,i
O=S1(=O)CCCCN1c1ccc(S(=O)(=O)N2CCC(c3cccs3)CC2)cc1,i

Compound activity as filed in PubChem BioAssay.

The list is partial; the hit share may differ from the screen's.
